ALOX15B inhib = inhibitors of human 15-lipoxygenase 2 (ALOX15B) | purified 15hLO-2, xylenol orange hydroperoxide absorbance | AID 881 | O15296 | 110,000 compounds, 0.56% hits | Potency, µM (doses to about 57.1 µM), without a hit: top-dose activity change, negative = inhibition, hits mostly inhibitors; further: potency means the concentration at half of the fitted maximal effect; nearly all actives have a fitted effect of over 60% in size; many of its hits are not listed in these tables
Target sequence (O15296 whole entry, looked up): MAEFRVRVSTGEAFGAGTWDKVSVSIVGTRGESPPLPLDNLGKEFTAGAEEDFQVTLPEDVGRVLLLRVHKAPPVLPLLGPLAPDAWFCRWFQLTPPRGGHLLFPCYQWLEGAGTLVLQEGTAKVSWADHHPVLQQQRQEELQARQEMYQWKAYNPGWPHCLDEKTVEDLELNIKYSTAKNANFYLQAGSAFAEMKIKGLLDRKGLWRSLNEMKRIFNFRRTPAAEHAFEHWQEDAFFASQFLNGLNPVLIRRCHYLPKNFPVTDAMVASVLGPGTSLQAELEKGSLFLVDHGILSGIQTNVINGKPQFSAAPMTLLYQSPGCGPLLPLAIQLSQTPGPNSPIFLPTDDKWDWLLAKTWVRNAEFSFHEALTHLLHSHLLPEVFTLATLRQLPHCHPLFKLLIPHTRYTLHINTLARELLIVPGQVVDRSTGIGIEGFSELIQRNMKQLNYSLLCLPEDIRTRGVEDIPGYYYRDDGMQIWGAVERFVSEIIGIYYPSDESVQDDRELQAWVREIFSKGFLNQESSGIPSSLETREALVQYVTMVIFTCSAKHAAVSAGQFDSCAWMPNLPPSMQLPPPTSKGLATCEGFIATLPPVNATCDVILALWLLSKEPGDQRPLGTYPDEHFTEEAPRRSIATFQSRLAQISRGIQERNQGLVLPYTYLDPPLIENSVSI
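Screening format was qHTS against 50 nM purified 15hLO-2 in Hepes pH 7.5 with detergent. Activity follows hydroperoxide formation from 45 uM arachidonic acid, measured as 573:405 nm absorbance ratio of the ferric-xylenol orange complex.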
PNC inhibitor = blocks assembly of the perinucleolar compartment. PC3M PTB-GFP, PNC prevalence imaging, 16 h; stronger effect = lower value. activity change (PNC), negative = inhibition, % at 10 µM. 140,000 compounds, 3.1% hits. AID 2417;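 active means readout at or below -70, meaning at least 70% loss of cells showing the perinucleolar compartment, a nuclear body marking cancer cells; inconclusive means readout between -30 and a set limit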;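 further: plate controls were DMSO wells for no effect and camptothecin positive control wells for full effect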
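Compounds are pinned in duplicate onto adhered PC3M cells stably expressing GFP-tagged PTB and incubated 16 h at 37 C. Cells are then fixed, nuclei stained with Hoechst, and PNC-positive cells counted.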
ALOX12 inhib = 12-hLO (ALOX12) enzyme inhibition; Potency, µM (doses to about 57.1 µM), for inactives: at the top dose activity change, negative = inhibition, usual class: inhibitors; AID 1452; P18054; 150,000 compounds, 0.12% hits; purified 12-hLO, xylenol orange hydroperoxide absorbance; further: potency means the concentration at half of the fitted maximal effect; nearly all actives have a fitted effect of over 55% in size; many of its hits are not listed in these tables
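Xylenol orange chromogenic assay: hydroperoxide from 12hLO oxidises Fe(II), giving red-shifted Fe(III)-XO absorbance. Conditions: 150 nM enzyme, 40 uM arachidonic acid, 25 mM Hepes pH 7.0, 0.01% Triton X-100, 30 min, room temperature.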
IMPase inh = membrane-permeable compound that blocks inositol monophosphatase. 120,000 tested, under 10 active. CHO-M1 cells, IP1 accumulation, HTRF TR-FRET ratio. inhibition (IP1 accumulation), % at 46.1 µM. P97697; active means well fitted curve in the direction sought with a large enough effect in the signal ratio, not every such curve was filed as active; inconclusive means small, poorly fitted or top-dose-only effect, or a change in a side signal; inactive means no such curve, though single readings can be large or run the other way; the % refers to the signal ratio;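 further: cells stimulated with carbachol in lithium chloride buffer; plate controls were DMSO basal wells for no effect and reference inhibitor wells for full effect; higher means more IMPase inhibition seen as more IP1 and lower FRET ratio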
Target sequence (P97697 whole entry, looked up): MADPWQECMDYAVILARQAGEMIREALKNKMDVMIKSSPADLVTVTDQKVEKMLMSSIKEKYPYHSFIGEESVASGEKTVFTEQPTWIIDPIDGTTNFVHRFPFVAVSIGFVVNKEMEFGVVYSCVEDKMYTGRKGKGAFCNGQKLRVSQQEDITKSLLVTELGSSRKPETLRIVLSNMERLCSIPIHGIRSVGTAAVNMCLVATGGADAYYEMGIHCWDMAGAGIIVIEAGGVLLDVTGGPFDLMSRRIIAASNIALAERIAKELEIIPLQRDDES
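Measured: the HTRF emission ratio (665/620 nm) plus the 620 nm donor channel, each fitted to the Hill equation to give AC50. Cells were CHO-M1 given compounds up to 46 uM and a 30 min carbachol stimulation at 37C.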
Active calls of the source: *; ? = inconclusive; · = not tested or not shown; [ ] = dose if it differs, or a comment. Unless noted, the call rests on the fitted dose curve; in most records, active means well fitted curve in the direction sought with a large enough effect; inconclusive means small, poorly fitted or top-dose-only effect, or another doubt; inactive means no such curve, though single readings can be large; an effect the other way counts as inactive or inconclusive. Unless noted, on the % scale 0 is the no-effect control and ±100 the full control effect. Not all compounds are listed; the hit share may differ from the screen's.

ALOX15B inhib	PNC inhibitor	ALOX12 inhib	IMPase inh	molecule
6%	-22	-2%	-4	O=S(=O)(NCc1ccco1)N1CCOCC1
-2%	-3	-3%	15	Cc1cc(C(=O)Nc2c(F)cc(F)cc2Br)no1
3%	27	-6%	6	CCN1CCN(C(=O)CN(c2cc(OC)ccc2OC)S(C)(=O)=O)CC1
5%	0	-2%	1	COc1ccc(/C=N/n2c(C)nnc2C)c(OC)c1OC
·	12	-7%	·	COc1cccc(/C=N/n2c(-c3n[nH]c4c3CCC4)n[nH]c2=S)c1O
·	?	-12%	·	COc1ccc(Cl)cc1C(=O)NNC1CC(=O)N(Cc2ccc(Cl)cc2)C1=O (stereo not given)
-1%	-13	-9%	3	CCO/N=C(/c1nonc1N)N1CCN(c2ccc([N+](=O)[O-])cc2)CC1
·	50	-11%	6	Clc1ccc(CO/N=C/c2c(-c3ccccc3)nc3n2CCS3)c(Cl)c1
·	?	-9%	-3	COC(=O)Cc1ccc(NC(=S)NCc2ccccc2Cl)cc1
0%	-1	1%	9	Cn1c(=O)c2c(ncn2Cc2ccc(Cl)c(Cl)c2)n(C)c1=O
·	?	2%	-5	CCc1ccc(OCC(=O)NNC(=O)Cc2cccs2)cc1
·	?	2%	-1	O=C(O)c1cccc(NC(=O)c2cn(-c3ccccc3)nc2-c2cc3ccccc3o2)c1
66%[activator]	18	-13%	4	Cc1ccc(-c2nnc(SCc3nc4ccccc4[nH]3)n2Cc2ccco2)cc1
15%	-9	5%	-6	O=C(NCCSCc1ccco1)c1ccc(CN2CCOCC2)cc1
-4%	17	2%	0	Cc1cc(C2C(C#N)=C(N)OC3=C2C(=O)CCC3)c(C)s1 (stereo not given)
-7%	?	-3%	6	O=C(NC(Cc1ccccc1)C(=O)OCC(=O)N1CCc2ccccc21)c1ccco1 (stereo not given)
-1%	70	5%	5	O=C(NCc1ccc(F)cc1)c1ccc(CS(=O)(=O)Cc2ccccc2F)o1
29%	78	21%	-4	CC(=NC1CC1)c1c(-c2ccccc2)[nH]n(-c2nc3ccccc3s2)c1=O
·	-16	-4%	·	O=C(CSc1n[nH]c(=O)[nH]c1=O)N/N=C/c1ccccc1O
-21%	28	-9%	7	N#Cc1c(NC(=O)Cn2c(=O)oc3ccccc32)oc(-c2ccccc2)c1-c1ccccc1
-5%	-10	-13%	0	Cn1c(Cc2ccc3c(c2)OCO3)nnc1SCC(=O)N1CCc2ccccc2C1
-1%	-14	-7%	-4	CCCn1c(SCC(=O)c2cc(OC)ccc2OC)nc2c1c(=O)n(C)c(=O)n2C
·	-30	-1%	-4	Cc1sc2nc(CSCC(=O)Nc3c(Cl)cccc3Cl)[nH]c(=O)c2c1C
0%	56	-3%	0	Cc1c(Cl)cccc1NC(=O)CSc1nnc(CCNC(=O)OC(C)(C)C)o1
·	?	-2%	3	COc1ccc(-c2nnn(CC(=O)c3ccc4c(c3)OCCO4)n2)cc1OC
·	0	2%	7	O=C(N/N=C/c1cn(-c2ccccc2)nc1-c1cc2ccccc2o1)c1ccccc1Br
·	?	0%	·	COc1ccc(-c2cc(=O)oc3cc(OCC(=O)c4cccc([N+](=O)[O-])c4)ccc23)cc1
68%[activator]	·	?	·	Cc1cccc(CNc2ncnc3ccc(-c4ccc(C(=O)N(C)C)cc4)cc23)c1
-4%	-19	-7%	-1	CCCC(c1nnnn1C(C)(C)CC)N1CCN(C2CCCC2)CC1 (stereo not given)
9%	?	-1%	4	CCOC(=O)C1=C(c2ccccc2)Nc2nc(C)nn2C1c1cccc(OC)c1OC (stereo not given)
·	22	-2%	·	CC(C)=C1C2CCC1C1C(=O)N(c3ccc(C)c(C)c3)C(=O)C21 (stereo not given)
-7%	-30	-2%	-1	CC(C)C[C@H](NC(=O)NCCc1ccc(Cl)cc1)C(=O)O
-2%	-17	-8%	?	CC(C)CNC(=O)NC(=O)COc1c(F)c(F)cc(F)c1F
-20%	-5	-10%	?	O=C(O)c1ccc(-n2nc(C(F)(F)F)c3c2-c2ccoc2CC3)cc1
-17%	-23	-12%	14	CC(C)(C)C(=O)Nc1ccc(N2CCCC2)cc1
8%	2	0%	-7	CN1CCN(C(=O)C(C(=O)c2ccc(F)cc2)n2ccccc2=O)CC1 (stereo not given)
·	0	-1%	3	O=C(CNC(=O)c1ccccc1Cl)N/N=C/c1ccc([N+](=O)[O-])s1
·	21	-9%	·	CCCOc1cccc(OCC(=O)Nc2nc3ccccc3[nH]2)c1
18%	17	-4%	-1	c1ccc(-n2cnnc2SCc2cn3ccccc3n2)cc1
5%	6	-13%	?	Cc1cc2c(s1)c1cnn(Cc3ccccc3F)c(=O)c1n2C
-6%	20	-3%	-1	COc1ccc(NS(=O)(=O)c2ccc(N3C(=O)CCC3=O)cc2)cc1
1%	-26	1%	-14	Cc1cc(NC(=O)CSc2nc(C(C)C)nc3ccccc23)no1
·	?	0%	-3	Cc1ccc(C)c(NC(=O)C2CCCN2/C=C/C(=O)C(F)(F)F)c1 (stereo not given)
3%	-29	2%	-7	O=S(=O)(Cc1ccc(Cl)cc1)NCC1CCCO1 (stereo not given)
1%	?	3%	-5	CN1CCOCCOCCN(C)C(=O)N2CCOCCOCCN(CCOCC2)C1=O
?	-27	-1%	-1	Cc1ccc(C)c(NC(=S)NC(NC(=O)/C=C/c2ccccc2)C(Cl)(Cl)Cl)c1 (stereo not given)
0%	31	6%	-3	O=C(CSc1nnc(Cc2cc(=O)[nH]c(=O)[nH]2)n1-c1ccc(F)cc1)NC1CCCC1
·	10	-7%	-7	FC(F)Oc1ccc(NC(=S)NCc2ccccc2)cc1
·	-8	-3%	·	O=C(c1cc([N+](=O)[O-])ccc1Cl)N1CCN(c2ccc(F)cc2)CC1
·	63	1%	3	COc1ccc(/C=N/NC(=O)C(C)n2cnc3ccccc3c2=O)cc1OC (stereo not given)
·	?	-4%	-1	Cc1ccc(C(=O)Nc2nnc(SCC(=O)N3CCCc4ccccc43)s2)cc1
1%	35	4%	3	CCN1CCN(C(=O)CCN2C(=O)COc3ccc(C)cc32)CC1
10%	33	-10%	-10	CCOC(=O)/C=C1\NC(C)(C)Cc2cc(OC)c(OC)cc21
·	?	0%	-3	CCc1nn2cc(C(=O)c3cc(C)ccc3O)cnc2c1-c1ccc(F)cc1
·	-9	3%	·	CCCCOc1ccc(-c2cnc3ccccc3n2)cc1
2%	-5	0%	2	CC12CC(NC(=O)N1c1cccc(C(=O)N3CCN(c4ccccc4)CC3)c1)c1ccccc1O2 (stereo not given)
·	5	-1%	·	CN(C)c1ccnc2sc(C(=O)c3ccccc3)c(N)c12
1%	30	-6%	-1	CCSC1=C(C#N)C2(CCCCC2)C(C#N)=C(N)N1
-9%	?	3%	5	c1ccc2nc(-c3ccc(N4CCOCC4)cc3)ccc2c1
·	-19	-2%	·	COc1ccc2nc(NC3=NC(C(=O)Nc4ccc(C)cc4)CC(=O)N3)nc(C)c2c1 (stereo not given)

Next part.
ALOX15B inhib	PNC inhibitor	ALOX12 inhib	IMPase inh	molecule
2%	?	-3%	-5	CCOCCCNC(=O)NC12CC3CC(CC(C3)C1)C2
·	-9	5%	·	COc1cc(C(=O)N2CCN(C(=O)C(Cc3cc(C)ccc3C)NC(C)=O)CC2)cc(OC)c1OC (stereo not given)
-2%	-8	-3%	5	CN1CCN(C(=O)CCC(=O)c2ccc(F)cc2)CC1
-8%	·	-3%	·	O=C(c1csnn1)N1CCC2(CCCN(c3ccccc3)C2)CC1
-1%	21	7%	-9	O=C(CCc1nc2ccccc2[nH]c1=O)OCC(=O)c1cccc2ccccc12
-29%	-14	-4%	8	Cn1nc([N+](=O)[O-])c2c(-c3nc4ccccc4s3)c(N)n(C3CCCCC3)c2c1=O
0%	50	1%	-11	COC(=O)CNC(=O)c1ccc(C)s1
·	-21	-1%	·	CC(C)=C1C2CCC1C1C(=O)N(c3ccc4c(c3)OCO4)C(=O)C21 (stereo not given)
-12%[2.29 µM]	?	-3%	27	COc1ccc(S(=O)(=O)Nc2ccc(O)c3ccccc23)cc1
8%[11.4 µM]	21	-1%	-2[1.84 µM]	O=C(Nc1cccnc1)c1ccc(COCC(F)(F)F)cc1
·	13	4%	-4	O=C(CSc1nnc(Cc2ccccc2)n1Cc1ccccc1)NCc1ccco1
12%	27	4%	9	Cc1ccc(C)c(S(=O)(=O)NCc2ccc(C(=O)N3CCN(C)CC3)cc2)c1
?	32	-13%	0	O=C(Nc1cc(N2CCOCC2)ncn1)NC1(C(F)(F)F)Oc2ccc(Cl)cc2O1 (stereo not given)
·	23	0%	·	Cc1cc(C)cc(NC(=O)/C(C#N)=C/c2cn(CC(=O)NCc3ccco3)c3ccccc23)c1
-2%	40	-1%	2	Cc1ccc2c(c1)c(C)c(C)n2CC(O)Cn1nc(C)cc1C (stereo not given)
5%	6	-8%	4	CC(=O)NCC(=O)OCC(=O)c1ccccc1
2%	1	0%	8	O=C(CCCOc1ccccc1)N1CCN(c2ccccc2)CC1
-7%	60	2%	10	O=C(CSc1cccs1)Nc1ccc2ccccc2c1
-1%	?	0%	-2	Cc1nc(NNC(=O)c2ccccc2)cc(-c2ccccc2)n1
·	-24	-3%	·	CC(O)c1ccc(-n2cnnn2)cc1 (stereo not given)
1%	30	2%	1	Cc1coc2c1c(C)cc1oc(=O)c(Cc3ccccc3)c(C)c12
4%	-21	-5%	10	COCCn1c(SCC(=O)Nc2cccc(C(=O)OC)c2)nc2ccccc2c1=O
4%	-27	4%	14	Cc1ccc(-n2nc(C(=O)N3CCOCC3)cc2-c2ccc(Cl)cc2)cc1
27%	?	-10%	5	CCOc1ccccc1N1CC(O)=C(c2nc3ccccc3s2)C1=N
-3%	-15	6%	6	CC(=O)Nc1ccc(S(=O)(=O)n2cnc3ccccc32)cc1
1%	-5	-1%	-5	Cc1nn(CCC(=O)O)c2nc(-c3cccnc3)cc(C(F)(F)F)c12
·	71	5%	·	CCOC(=O)c1ccc(S(=O)(=O)NCC(c2ccc(N(C)C)cc2)c2c[nH]c3ccccc23)cc1 (stereo not given)
6%	22	9%	-1	COc1ccc2[nH]cc(C(=O)CN3CCN(C4CCCCC4)CC3)c2c1
-23%	40	-12%	-4	COc1ccc(S(=O)(=O)NNC(=O)c2csc(-n3nc(C)cc3C(F)(F)F)n2)cc1OC
-17%	33	3%	-6	COC(=O)c1ccc(C)c(N(CCO)CCO)c1
9%	-3	-4%	-11	CC1=CC(C)C(/C=N/n2cnnc2)C(C)C1 (stereo not given)
-15%	41	4%	5	CN1C(=O)/C(=N/OC(=O)c2ccccc2)c2ccccc21
·	2	-3%	?	CCn1c(SCC(=O)Nc2sc3c(c2C#N)CCCC3)nnc1-c1ccncc1
0%	47	4%	5	COc1cc(SC)ccc1C(=O)N(C)Cc1ccccc1
·	?	7%	3	CSc1nc(Cl)cc(N(CCO)CCO)n1
-4%	?	0%	6	CNC(=O)c1[nH]cnc1C(=O)Nc1cccc(OC)c1
63%[activator]	?	6%	-8	Cc1ccc(-c2ccc(/C=N/NC(=O)CN3CCCC3)o2)cc1Cl

Part of the list above in another layout:
compound	ALOX15B inhib	PNC inhibitor	ALOX12 inhib	IMPase inh
CN1C(=O)/C(=N/OC(=O)c2ccccc2)c2ccccc21	-15%	41	4%	5
CCn1c(SCC(=O)Nc2sc3c(c2C#N)CCCC3)nnc1-c1ccncc1	·	2	-3%	?
COc1cc(SC)ccc1C(=O)N(C)Cc1ccccc1	0%	47	4%	5
CSc1nc(Cl)cc(N(CCO)CCO)n1	·	?	7%	3
CNC(=O)c1[nH]cnc1C(=O)Nc1cccc(OC)c1	-4%	?	0%	6
Cc1ccc(-c2ccc(/C=N/NC(=O)CN3CCCC3)o2)cc1Cl	63%[activator]	?	6%	-8
